AID2073: inhibitors of Mint1-CaV2.2 protein interaction, biochemical, HTRF (AID 2073). Voltage-dependent N-type calcium channel subunit alpha-1B (Homo sapiens). HTRF protein-protein interaction, Mint1-CaV2.2; higher % means a stronger effect. one-dose inhibition, % at 20 µM; IC50 in µM for titrated hits. 290,000 compounds, 0.19% hits; in the data active = inhibition mostly above about 51%, no sharp cut-off; also: some results filed as inactive read as strong as hits
MT stabilize HCS: microtubule stabilizers in HeLa cells, primary screen, imaging, high-content imaging; HeLa tubulin immunostaining HCS, 24 h; share of cells brighter than vehicle mean+2SD; % tubulin-high responders, % at 10 µM; 200,000 compounds, 0.83% hits;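 active = plate Z-score above 3 for both tubulin-high and condensed-nucleus cell shares, with cell loss under 80%, at 10 µM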;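 also: anti alpha tubulin signal scored within the nucleus-defined area of each cell; some results filed as inactive read as strong as hits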
Insulin prom up: insulin promoter activators in MIN6 cells, imaging, high-content screening, mouse beta cells; MIN6 insulin promoter-GFP reporter; hits give high values; z-score at 5 µM; 190,000 compounds, 0.3% hits; AID 1625, 2009;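 active = z-score above 3 at 5 µM with at least 500 cells counted in the well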
bCat nuc transl: modulators of beta-catenin nuclear translocation, primary screen, imaging, HeLa cells, immunofluorescence, high-content | 190,000 compounds, 0.3% hits | nuclear translocation activity, % at 5 µM | AID 1665, 2009;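 active = nuclear translocation activity above 50% at 5 µM, with a well cell count of 50 or more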;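 also: per-cell ratio of nuclear to cytoplasmic median beta-catenin stain intensity; plate controls were DMSO negative control for no effect and GSK-3 inhibitor IX positive control for full effect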
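Test system: human HeLa cell line; Doses: 5 µM primary, 0.02–20 µM confirmation; Incubation: 24 h compound exposure, 37°C; Detection: beta-catenin immunofluorescence imaging with DAPI; Read-out: beta-catenin nuclear/cytoplasmic ratio, % activation.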
Dynein cargo inh: inhibitors of GR-EGFP nuclear translocation, primary screen, dynein cargo transport inhibitor project, imaging, high-content, 3617.4 mouse cells. test concentration mostly 20 µM; stimulated with dexamethasone, 1 µM; hits give low values. 220,000 compounds, 0.47% hits. AID 1381, 2008. z-score, hits read low;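 active = plate z-score of nuclear minus cytoplasmic receptor signal below a set negative limit, without overly bright fluorescence or cell loss, cut at about -3.5 in these data, passing the limit was not always enough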;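 also: z-score of nuclear minus cytoplasmic ring GR-EGFP intensity difference per well; some compounds called inactive have numbers as strong as hits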
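medium = tetracycline-free induction medium containing charcoal-stripped FBS | also added = 1.0 µM final dexamethasone stimulus | schedule = 48 h induction, 1 h compound, 30 min dex at 37 °C | technique = fixed, Hoechst-stained cells imaged at 10x for EGFP | measure = GR-EGFP nuclear translocation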
Yfh1-depleted yeast: enhancers of respiration in Yfh1-depleted yeast, dose response, Friedreich's ataxia, plus single-dose screen (AID 1465). 220,000 compounds, 0.074% hits. fold induction at 50 µM; hits with a dose series show EC50 in µM. S. cerevisiae Yfh1-off respiration, WST-1 reduction, 72 h; higher fold induction means a stronger effect;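 active = fold induction of absorbance versus untreated yeast above a set limit, then at least 30% activation at any dose in follow-up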;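 also: activators that raise dye reduction in frataxin-depleted yeast; strong numbers were not always called active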
HIV peptide binding: inhibitors of HIV fusion peptide binding, primary screen, biochemical, uHTS, fluorescence dequenching (AID 1986). cell-free peptide binding, fluorescence dequenching, 30 min; higher % means a stronger effect. inhibition, % at 20 µM, or IC50 in µM where a hit was titrated. 290,000 compounds, 0.3% hits; in the data active = inhibition mostly above about 52%, no sharp cut-off; inactive = mostly below about 76%; also: some results filed as inactive read as strong as hits
WT yeast gro inh: growth inhibition of WT strain, primary screen, mitochondrial fusion inhibitor project, WT and mutant strains, chemical genetic; mitochondrial fusion phenotypic screen; inhibition, % at 10 µM; 190,000 compounds, 2.1% hits; AID 1362, 2008; in the data active = inhibition above about 58%; tested in S. cerevisiae
Autophagy mod: autophagy modulators in MEF cells, primary screen, imaging, high-content, MEF GFP-LC3; MEF GFP-LC3 puncta imaging; test concentration mostly 10 µM; calls only at 10 µM (by protocol); 190,000 compounds, 0.98% hits; AID 463193, 2010;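 active = percentage of spot-positive cells more than 3 SD above its plate mean, without a fluorescence outlier flag or 80% toxicity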;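 also: spot-positive cell cutoff set from DMSO-treated cells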
WT yeast gro inh mutant strain: further read-out of WT yeast gro inh, marked with its call; inhibition, %; mitochondrial fusion phenotypic screen, mutant strain inhibition
Dynein cargo inh cytoplasmic EGFP: further read-out of Dynein cargo inh, marked with its call; z-score; measured here: cytoplasmic GR-EGFP intensity; hits give high values
Dynein cargo inh nuclear GR-EGFP: second read-out of Dynein cargo inh, no call of its own (marks repeat the call); z-score; measured here: nuclear GR-EGFP intensity;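 lower value marks the stronger effect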
Dynein cargo inh cell count: also measured in Dynein cargo inh; calls as there; z-score; measured here: cell count per field
Insulin prom up cell count: also measured in Insulin prom up; calls as there; cell count; measured here: cytotoxicity, nuclei count;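 total cells summed across four imaged fields per well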
bCat nuc transl cell count 5 µM: recorded beside bCat nuc transl, whose call it bears; cell count; measured here: cell count, cytotoxicity flag
MT stabilize HCS Hoechst-high %: also measured in MT stabilize HCS; calls as there; % Hoechst-high responders; measured here: nuclear condensation Hoechst responders;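 share of cells brighter than vehicle mean plus two SD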
MT stabilize HCS cytotoxicity %: also measured in MT stabilize HCS; calls as there; toxicity, %; measured here: cytotoxicity by cell density;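 0% = mean cell density of plate MIN control wells and 100% = no cells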
Autophagy mod cell loss 18 h: second read-out of Autophagy mod, no call of its own (marks repeat the call); toxicity, %; measured here: cell loss, nuclei count;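 cell loss after 18 h compound exposure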
* hit, by the source's call; i = inactive; . = no result given.

Values run as follows: AID2073	MT stabilize HCS	MT stabilize HCS Hoechst-high %	MT stabilize HCS cytotoxicity %	Insulin prom up	Insulin prom up cell count	bCat nuc transl	bCat nuc transl cell count 5 µM	Dynein cargo inh	Dynein cargo inh cytoplasmic EGFP	Dynein cargo inh nuclear GR-EGFP	Dynein cargo inh cell count	Yfh1-depleted yeast	HIV peptide binding	WT yeast gro inh	WT yeast gro inh mutant strain	Autophagy mod	Autophagy mod cell loss 18 h
(1) CCOC(=O)N1CCN(S(=O)(=O)c2ccc3c(c2)SC(C)C(=O)N3)CC1 (stereo not drawn)
    -8%	3.6	2.0	12	.	.	-1.8	504	-1.6	-0.23	-0.49	2.1	.	-1.5%	-24	1	i	1
(2) COc1ccc(/C=N/NC(=S)Nc2cccc(C(=O)O)c2)cc1
    1%	4.9	3.2	1.4	0.33	1617	4.4	916	-0.8	-0.16	-0.53	0.1	i	-0.1%	10	-19	i	27
(3) CCN1/C(=C2\OC(=S)N(C)C2=O)C=Cc2ccccc21
    2%	9.3	2.3	5.0	.	.	-0.8	1002	0.14	1.1	0.31	-0.34	i	19%	13	12	i	-23
(4) CCSc1ccccc1C(=O)NCc1ccc2c(c1)OCO2
    -4%	3.4	3.6	8.3	0.47	1124	-4.6	897	-0.099	-0.17	0.064	0.83	i	-1.1%	-16	-9	i	-2
(5) CNc1nc(-c2ccc(OC)cc2)c(-c2ccc(OC)cc2)s1
    4%	3.1	3.9	1.3	-0.91	1228	-2.0	1103	0.037	-0.25	-0.46	-0.33	i	-1.9%	68*	35*	i	6
(6) CC(C)OCCCn1c(=N)c(C(N)=S)cc2c(=O)n3ccccc3nc21
    52%	5.1	3.2	12	-0.56	983	-1.2	1168	1.3	0.073	1.9	-2.2	i	-0.8%	-7	-4	i	-4
(7) Cc1ccc(/C=C/C(=O)N2CCN(S(=O)(=O)c3cccs3)CC2)o1
    4%	.	.	.	-0.79	829	-0.5	1387	-1.5	-0.57	-1	-0.18	i	-2.9%	.	.	.	.
(8) COc1ccc(CNc2cc(C)ccc2C)c(OC)c1OC
    2%	2.7	2.7	7.4	-0.04	1398	0.5	1053	-1	-0.06	-0.68	0.6	i	-2.7%	9	28	i	-2
(9) O=C(N/N=C/c1ccc(O)cc1)c1[nH]c2ccc(Br)cc2c1-c1ccccc1
    37%	15	41	39	-0.42	621	40	282	2.7	-0.24	1.5	-1.8	i	-0.3%	0	9	i	51
(10) Cn1ccs/c1=N\C(=O)Nc1ccccc1
    1%	5.4	1.9	6.0	2.7	1416	-0.1	1116	-0.38	-0.27	-0.042	0.26	i	0.1%	8	9	i	9
(11) CC(=O)NC(Cc1ccc(F)cc1)C(=O)NC1CCN(c2ncccc2[N+](=O)[O-])CC1 (stereo not drawn)
    -4%	3.6	2.1	7.7	-0.56	1274	-0.9	1139	-0.016	0.24	0.5	-0.18	i	-0.9%	-7	9	i	7
(12) O=S(=O)(c1ccccc1)N1CCN(C2CCCCCCC2)CC1
    -1%	3.9	1.9	8.1	0.14	1191	.	.	2.5	-0.22	2	-2.1	i	-0.1%	4	8	i	-2
(13) O=C(NCC1CCCO1)c1ccc(Cn2c(=S)[nH]c3ccccc3c2=O)cc1 (stereo not drawn)
    -3%	1.6	1.7	1.7	.	.	-3.5	1120	-0.32	-0.3	-0.25	0.33	i	-0.1%	-3	-2	i	4
(14) CCc1ccc(C(=O)NNc2ccc(Cl)cc2)cc1
    -11%	.	.	.	-0.52	1333	-1.5	1055	0.54	-0.13	0.13	0.16	i	-3.3%	.	.	.	.
(15) CC(=O)NC(NC(=S)Nc1cccc(Br)c1)C(Cl)(Cl)Cl (stereo not drawn)
    -21%	.	.	.	0.19	1126	-1.0	1335	-0.32	-0.24	-0.19	1	i	-0.8%	.	.	.	.
(16) O=C(Nc1cccc(C(F)(F)F)c1)NC1CCCCC1
    -6%	1.9	2.7	4.8	-0.8	900	.	.	-0.4	-0.19	-0.42	1.2	i	-0.4%	16	10	i	22
(17) CC(C)(C)N=C1NN=C(c2cc3ccccc3o2)CS1
    -16%	3.0	3.7	11	-0.45	1452	-1.2	1167	0.53	-0.22	0.16	-0.7	i	3.0%	67*	8.1*	i	7
(18) COc1ccc(Nc2cc(=O)n(C3CCCCC3)c(=O)[nH]2)c(OC)c1
    13%	4.0	1.9	12	-0.55	1474	-2.1	1376	0.22	-0.39	0.22	0.7	i	-1.6%	15	23	i	57
(19) O=S(=O)(Nc1ccc2ccccc2c1)c1ccccc1
    5%	5.0	5.1	9.7	0.29	1267	0.0	553	-0.57	-0.2	-0.34	0.76	i	-1.3%	20	-2	i	9
(20) Nc1nnnn1/N=C/c1cccc(OCc2ccccc2Cl)c1
    4%	4.4	1.8	4.4	.	.	4.5	447	2.2	-0.12	1	-1.6	i	1.9%	-14	-19	i	-4
(21) CS(=O)(=O)N(CC(=O)N1CCc2ccccc2C1)Cc1ccccc1
    -11%	1.5	1.8	7.9	-0.76	986	.	.	0.35	-0.4	0.21	0.46	i	1.4%	-12	-12	i	-4
(22) CCOC(=O)c1c(NC(=O)COC(=O)Cn2c(C(F)(F)F)nc3ccccc32)sc(C)c1C
    6%	2.8	3.0	1.5	-0.79	1385	-1.2	790	-0.47	-0.22	0.59	0.71	i	0.2%	-2	-3	i	6
(23) O=S(=O)(Nc1cccnc1)c1ccccc1
    -11%	3.3	2.2	8.4	-0.25	1153	-0.4	1071	-0.32	-0.28	-0.23	0.16	i	-1.0%	-25	-12	i	3
(24) Cc1ccc(C(=O)NCCSCc2ccccc2)cc1[N+](=O)[O-]
    2%	4.6	2.6	11	-0.23	1362	0.2	1004	1.7	-0.23	1.1	-0.3	i	-3.1%	17	-17	i	-1
(25) COc1nc(Oc2ccc(/C=N/O)cc2)nc(N(C)C)n1
    -1%	3.6	1.2	9.5	-0.75	1535	-2.0	1395	0.44	-0.25	0.33	0.58	i	0.8%	-6	-5	i	0
(26) O=C(CN1CCc2ccccc2C1)N1CCN(S(=O)(=O)c2ccccc2)CC1
    -2%	3.1	2.8	11	-0.26	1478	0.6	1074	-0.047	-0.34	-0.15	-0.047	i	-0.3%	-5	-7	i	-7
(27) Cc1nn(C)cc1C1C2=C(CC(C)(C)CC2=O)OC2=C1C(=O)CC(C)(C)C2
    5%	2.5	2.7	12	.	.	0.6	537	0.51	-0.16	0.57	0.8	i	0.6%	-7	-8	i	15
(28) Cc1cnc(NC(=O)C(C)N2CCN(C)CC2)s1 (stereo not drawn)
    34%	4.5	1.7	8.1	-0.32	1403	-0.8	1095	-0.27	-0.34	-0.12	0.46	i	0.6%	-21	8	i	14
(29) CC1=CC=CN2CC(O)CN=C12 (stereo not drawn)
    -2%	3.5	2.4	10	1	1429	-1.0	1415	-0.31	-0.4	-0.12	1.7	.	-0.5%	16	0	i	2
(30) O=C(NN1C(=O)/C(=C/C=C/c2ccccc2)SC1=S)c1ccncc1
    47%	2.9	3.0	3.5	-0.16	1263	1.0	1163	-0.89	-0.28	-0.43	0.76	i	17%	-1	15	i	1
(31) O=C(COC(=O)c1cccc(S(=O)(=O)N2CCc3ccccc32)c1)Nc1ccc(Cl)cn1
    11%	5.1	3.1	12	-0.31	1403	-1.2	1068	-1.2	-0.23	-0.5	0.18	i	12%	18	-16	i	4

Complete entries as entered above.
`O=S(=O)(Nc1cccnc1)c1ccccc1` is listed with AID2073: -11%; MT stabilize HCS: 3.3; MT stabilize HCS Hoechst-high %: 2.2; MT stabilize HCS cytotoxicity %: 8.4; Insulin prom up: -0.25; Insulin prom up cell count: 1153; bCat nuc transl: -0.4; bCat nuc transl cell count 5 µM: 1071; Dynein cargo inh: -0.32; Dynein cargo inh cytoplasmic EGFP: -0.28; Dynein cargo inh nuclear GR-EGFP: -0.23; Dynein cargo inh cell count: 0.16; Yfh1-depleted yeast: i; HIV peptide binding: -1.0%; WT yeast gro inh: -25; WT yeast gro inh mutant strain: -12; Autophagy mod: i; Autophagy mod cell loss 18 h: 3
`O=C(Nc1cccc(C(F)(F)F)c1)NC1CCCCC1` is listed with AID2073: -6%; MT stabilize HCS: 1.9; MT stabilize HCS Hoechst-high %: 2.7; MT stabilize HCS cytotoxicity %: 4.8; Insulin prom up: -0.8; Insulin prom up cell count: 900; bCat nuc transl: .; bCat nuc transl cell count 5 µM: .; Dynein cargo inh: -0.4; Dynein cargo inh cytoplasmic EGFP: -0.19; Dynein cargo inh nuclear GR-EGFP: -0.42; Dynein cargo inh cell count: 1.2; Yfh1-depleted yeast: i; HIV peptide binding: -0.4%; WT yeast gro inh: 16; WT yeast gro inh mutant strain: 10; Autophagy mod: i; Autophagy mod cell loss 18 h: 22

Random draw from the library. About 4.2% of those tested had a hit in this group.
